Bioassay records deposited in PubChem BioAssay by The Scripps Research Institute Molecular Screening Center.
SIAE inh – inhibitors of human sialic acid acetylesterase SIAE; inhibition, % at 9.66 µM; Q9HAT2; 0.69% of 370,000 active; SIAE FP-Rh probe binding, fluorescence polarization;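 active = inhibition above a cutoff: mean of compounds within the control limits plus 3 SD of those, cut at about 17% in these data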;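 also: 0% = plate median of compound wells and 100% = probe without SIAE protein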
Target sequence (Q9HAT2 whole entry, looked up): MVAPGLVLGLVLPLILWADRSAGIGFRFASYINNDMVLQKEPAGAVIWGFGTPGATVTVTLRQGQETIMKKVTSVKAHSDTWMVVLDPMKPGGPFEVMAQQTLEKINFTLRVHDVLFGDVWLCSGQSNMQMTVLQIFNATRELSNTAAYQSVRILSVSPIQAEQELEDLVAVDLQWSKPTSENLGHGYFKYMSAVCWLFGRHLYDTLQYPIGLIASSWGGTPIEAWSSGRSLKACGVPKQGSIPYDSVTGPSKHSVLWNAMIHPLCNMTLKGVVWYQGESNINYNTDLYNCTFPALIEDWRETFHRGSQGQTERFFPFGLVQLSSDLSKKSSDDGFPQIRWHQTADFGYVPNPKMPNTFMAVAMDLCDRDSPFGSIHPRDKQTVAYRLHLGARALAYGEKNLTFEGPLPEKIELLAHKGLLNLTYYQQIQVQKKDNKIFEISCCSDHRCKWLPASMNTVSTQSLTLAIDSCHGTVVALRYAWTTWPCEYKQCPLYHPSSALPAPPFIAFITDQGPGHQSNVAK
PRMT1 inh – blocks human protein arginine methyltransferase 1 | AID 652257 | 1.3% of 370,000 active | recombinant PRMT1, activity-based probe fluorescence polarization | inhibition, % at 2.79 µM | Q99873;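 active = inhibition above about 21% made by adding two undisclosed values, limit read from the data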
UHRF1 binding – human UHRF1 methylated DNA binding inhibitors. inhibition, % at 4.4 µM. 0.75% of 370,000 active. Q96T88. UHRF1 binding to methylated oligo, TR-FRET; in the data active = inhibition above about 21%;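 also: UHRF1 SRA domain binding a hemimethylated CpG hairpin DNA probe; 0% = median of test compound wells and 100% = reference inhibitor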
TCR CD3 inh – inhibitors of human TCR-CD3 interaction; inhibition, % at 9.4 µM; AID 651800; 0.37% of 360,000 active; TAMRA-labeled TCR probe fluorescence, biochemical; in the data active = inhibition above about 19%;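 also: recombinant mutant TCR 2C K166C tagged with TAMRA read by polarization; 0% = receptor in buffer alone and 100% = receptor with positive control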
TDP2 inh – TDP2 (human) inhibition, absorbance primary screen; O95551; recombinant TDP2, T5PNP hydrolysis, p-nitrophenol absorbance 415 nm; inhibition, % at 12.8 µM; 0.34% of 370,000 active;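 active = inhibition above the mean of all tested compounds plus 3 SD, set per campaign, cut at about 25% in these data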;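 also: 0% = DMSO with enzyme and 100% = buffer with substrate but no TDP2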
Target sequence (O95551 whole entry, looked up): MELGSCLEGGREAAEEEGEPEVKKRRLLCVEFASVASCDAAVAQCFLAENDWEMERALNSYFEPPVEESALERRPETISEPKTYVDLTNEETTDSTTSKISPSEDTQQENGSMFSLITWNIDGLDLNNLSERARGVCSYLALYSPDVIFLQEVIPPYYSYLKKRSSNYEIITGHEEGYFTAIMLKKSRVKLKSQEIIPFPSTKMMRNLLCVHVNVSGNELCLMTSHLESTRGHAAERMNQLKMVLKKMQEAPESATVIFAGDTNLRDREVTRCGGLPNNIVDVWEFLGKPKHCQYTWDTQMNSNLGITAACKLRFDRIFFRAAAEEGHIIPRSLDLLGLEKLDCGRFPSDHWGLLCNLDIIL
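System – recombinant human TDP2 · Amount – 120 nM TDP2 per well · Buffer or medium – Mg2+-containing Tris-HCl buffer, pH 7.5 · Reagent – T5PNP substrate, 5 mM · Dosing – 12.8 µM single point, 1% DMSO · Incubation – 2 h at 37 °C · Measured by – epi absorbance · Read-out basis – percent inhibition · Benchmarks – high control without enzyme, low control DMSO plus TDP2 · Repeats – singlicate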
MBD2 inh – inhibitors of human MBD2 binding to methylated oligonucleotide; inhibition, % at 4.4 µM; AID 686964; TR-FRET; 0.31% of 370,000 active; Q9UBB5; in the data active = inhibition above about 13%
DDE Tn7 FP inh – DD(E)-Tn7 binding inhibition, primary FP screen; P02675; FP displacement of FITC-Tn7 peptide from fibrin DD(E); 0% = median of compound wells per plate; inhibition, % at 8.3 µM; 0.13% of 370,000 active; AID 720508;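 active = inhibition above the mean of compounds falling within the control limits plus 3 SD of them, cut at about 14% in these data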;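 also: 0% = plate median of compound wells and 100% = 10 µM Aha-Tn7 peptide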
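Test system – human fibrin DD(E) · Times – 10 min preincubation, 3 h with tracer, room temperature · Detection – fluorescence polarization of the labelled Tn7 tracer · Measure – percent inhibition normalized to high-control wells · Benchmarks – high control wells with 10 µM unlabelled Aha-Tn7 peptide (full inhibition) · Repeats – singlicate testing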
proKLK7 act – activates the human kallikrein-7 zymogen; P49862; purified proKLK7, EDANS-DABCYL substrate fluorescence; 100% is mature enzyme control, 0% vehicle; activation, % at 7 µM; 0.9% of 370,000 active; AID 652039;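 active = activation above the mean of all tested compounds plus 3 SD, computed per campaign excluding outliers beyond control limits, cut at about 13% in these data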
DDE Tn6 FP inh – inhibitors of Tn6 peptide binding to human fibrin DD(E) | AID 720509 | 0.21% of 370,000 active | Fibrin DD(E) TRITC-Tn6 fluorescence polarization displacement | inhibition, % at 8.3 µM | P02675;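 active = inhibition above a per-campaign cutoff: mean of compounds within control limits plus 3 SD, cut at about 15% in these data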;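 also: 0% = median of all compound wells on the plate and 100% = blocking peptide control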
LEDGF integ inh – blocks HIV-1 LEDGF/p75-dependent DNA integration; 0.64% of 370,000 active; AID 743269; TR-FRET IN-LEDGF/p75 DNA integration, Eu/Cy5; inhibition, % at 3.7 µM;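 active = inhibition above the screen-wide mean plus 3 SD, cut at about 13% in these data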;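 also: signal is the Cy5 over europium emission ratio at 671 and 618 nm; 0% = plate median of compound wells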
Starred values were filed as active, the others as inactive; / = no result given.

SMILES | SIAE inh | PRMT1 inh | UHRF1 binding | TCR CD3 inh | TDP2 inh | MBD2 inh | DDE Tn7 FP inh | proKLK7 act | DDE Tn6 FP inh | LEDGF integ inh
O=C(C[n+]1ccc(C(=O)NCc2ccccc2)cc1)c1ccc(F)cc1 | -1 | 7 | 2 | -1 | -9 | 8 | -3 | 0.4 | -5 | 5
CC(=O)NCCC(=O)Nc1cc(S(=O)(=O)N2CCOCC2)ccc1Oc1ccc(F)cc1 | -2 | 4 | -1 | 10 | -2 | -2 | -2 | 0.2 | 1 | -2
CCOCCCNC(=O)c1ccc(CS(=O)(=O)Cc2ccccc2F)o1 | 1 | 1 | 0 | -3 | 8 | 2 | -6 | -0.1 | -10 | -1
COc1cc2c(cc1OC)C(c1cccs1)N(C(=O)c1cccc(S(=O)(=O)N(C)C)c1)CC2 (stereo not given) | -1 | 2 | 3 | 3 | -4 | -7 | 1 | 0.4 | 2 | -1
Cc1cc(Nc2ccc(F)cc2)nc(N)n1 | -5 | 1 | 2 | -1 | 3 | 5 | 0 | 0.1 | 7 | -1
CCN(CC)S(=O)(=O)c1ccc(OC(C)C)c(NC(=O)c2c3c(nc4ccccc24)CCN(Cc2ccccc2)C3)c1 | 6 | 0 | 0 | 2 | -1 | 1 | 0 | 0.0 | -7 | 2
O=C(NCc1ccccc1)c1ccccc1OCC(=O)N1CCCCC1 | -4 | -1 | -1 | 1 | -3 | 2 | 1 | 0.2 | -8 | 1
CC(C)Cn1c(N)c(C(=O)COC(=O)c2ccc(O)cc2O)c(=O)n(C)c1=O | -2 | -5 | -3 | -1 | -12 | 3 | -3 | -0.1 | -1 | -2
COc1ccc(NC(=O)/C(=C/c2ccc3c(c2)OCO3)NC(C)=O)cc1 | -6 | 6 | 1 | -13 | -2 | 4 | 5 | 0.3 | -4 | -2
O=C(C[n+]1ccccc1)Nc1ccccc1C(=O)O | 2 | 2 | -4 | 1 | 12 | 5 | 2 | -0.3 | 2 | -2
CC(C)(C)NC(=O)c1cccc(NC(=O)c2cccc(O)c2)c1 | 3 | 0 | -3 | 7 | -11 | 4 | 4 | 0.1 | 2 | -2
COc1ccc2cc(-c3cc(C(=O)OCC(=O)Nc4c(C)n(C)n(-c5ccccc5)c4=O)c4ccccc4n3)ccc2c1 | -14 | -4 | -2 | 1 | -2 | -3 | -1 | -2.8 | 0 | 2
COc1ccc(NC(=O)c2ccc(N3CCOCC3)nc2)cc1 | 9 | 1 | 2 | -2 | -2 | 7 | -1 | 0.0 | -6 | 1
O=S(=O)(CC1NCc2cc(F)ccc21)NCc1ccccc1 (stereo not given) | -2 | -1 | -5 | / | 9 | -8 | 2 | 0.4 | 6 | 2
COc1ccc(CN2CC(C(=O)NCCc3ccc(Cl)cc3)CC2=O)cc1 (stereo not given) | 10 | -2 | -3 | 6 | 6 | 4 | -3 | 0.3 | -6 | 1
CCCc1c(C)[nH]c2nc3ccccc3n2c1=O | 5 | -1 | 0 | -5 | 9 | -3 | 1 | -35 | -2 | -4
COc1ccc(S(=O)(=O)NCCSCc2ccccc2C)cc1Br | -12 | 3 | 0 | -5 | 3 | 0 | -2 | 0.1 | -2 | -4
COc1ccccc1-n1c(C)cc(/C=C2/C(=N)N3C(=NC2=O)SN=C3S(C)(=O)=O)c1C | -20 | -1 | 2 | 0 | -7 | 7 | 5 | 0.6 | -2 | -3
CSCC[C@H](NC(=O)OC(C)(C)C)c1nnc(SCC=C(C)C)o1 | -3 | 0 | -2 | 2 | 3 | -1 | 1 | -0.3 | -2 | -1
COc1ccccc1OCC(=O)NNC(=O)c1cnccn1 | 9 | 1 | 2 | -7 | -12 | -1 | -5 | -0.2 | 2 | -9
Cc1cnccc1CNC(=O)C1CCC(=O)N(Cc2ccc(Cl)cc2)C1 (stereo not given) | -1 | 1 | 0 | 2 | 13 | 0 | 1 | -0.3 | -6 | 1
COc1ccc(/C(C)=N\NC(=O)CSc2nnc(C)s2)cc1 | 3 | 1 | 2 | 2 | -4 | -2 | 1 | 0.0 | -3 | -2
COC(=O)c1ccc(N2CCCCC2)c(N)c1 | 4 | 2 | 17 | -3 | 13 | -1 | -1 | 0.5 | 1 | -1
COC(=O)c1ccc(N=NN2CCOCC2)cc1 | -6 | -2 | 2 | 0 | -11 | -1 | -6 | -0.3 | 5 | 4
CCOC(=O)NC(=O)c1cn(C(CC)CO)c(=O)[nH]c1=O (stereo not given) | 3 | -3 | 1 | 5 | -2 | 0 | -9 | 0.0 | 12 | 1
COc1cc(CN(C(=O)c2ccco2)C2CCS(=O)(=O)C2)cc(OC)c1OC (stereo not given) | 4 | 1 | -2 | 0 | 11 | -1 | 6 | -0.1 | -1 | 1
COc1ccc2c(c1)c1ncn(Cc3ccccn3)c(=O)c1n2C | -4 | 0 | -3 | -5 | 6 | -2 | -4 | 4.9 | -7 | 0
Cc1ccc(-n2c(SCC(=O)Nc3ccccc3-c3ccccc3)nnc2-c2ccccc2)cc1 | -1 | -1 | -5 | / | 4 | -2 | 2 | -0.5 | -8 | -1
COc1ccc(OC)c(-n2c(-c3cc(-c4ccco4)[nH]n3)n[nH]c2=S)c1 | 2 | 5 | -4 | 9 | -4 | -4 | -2 | 0.0 | -1 | 2
O=C(Nc1cccc(-c2cccc(F)c2)c1)C1CCN(Cc2ccc(CO)o2)CC1 | 6 | -1 | -4 | 5 | -8 | -9 | 9 | 0.6 | 4 | -2
O=C(NNC(=O)c1ccncc1)Nc1cccc(C(F)(F)F)c1 | 7 | -1 | -1 | 5 | -4 | 2 | -8 | -0.3 | 0 | 1
CCOc1cc2[nH]c(=S)n(Cc3ccc(C(=O)NCCCN4CCOCC4)cc3)c(=O)c2cc1OCC | -3 | 2 | 2 | -4 | 5 | 1 | 0 | 0.4 | 0 | 1
O=Nc1ccc(Br)cn1 | 1 | 11 | -8 | 13 | 9 | -11 | -6 | 0.8 | -6 | 0
CC(C)(C)OC(=O)N[C@@H](C(=O)OC(C)(C)C)c1ccc(C(F)(F)F)cc1 | 2 | 1 | -1 | 1 | 4 | 5 | -3 | -1.1 | 5 | -1
O=C(Cn1cncn1)NCc1cccc2ccccc12 | 3 | -1 | 0 | -3 | -7 | 0 | -8 | -0.1 | 2 | 2
O=C(CN1C(=O)c2ccccc2S1(=O)=O)NCCc1ccc(F)cc1 | -1 | -1 | 2 | 1 | 4 | 4 | -3 | -0.1 | 1 | -4
CC(=O)c1cc2c(cc1NC(=O)CCC1CCCC1)OCO2 | -1 | 2 | 3 | -5 | -7 | -3 | 3 | -0.2 | 1 | -5
Cc1nn(CC(=O)Nc2ccc(Br)cc2F)c(=O)c2cccn12 | -2 | 2 | -3 | 1 | 9 | 6 | -3 | 0.2 | -3 | 2
COc1cc(/C=N/NC(=O)c2ccncc2)ccc1OCC(=O)Nc1ccccc1 | -3 | -5 | -3 | -9 | 9 | 0 | -4 | -0.6 | -3 | 1
O=C(c1ccc(F)cc1)N1CCC(c2ccccc2)C1 (stereo not given) | -1 | 7 | 5 | 0 | -2 | -5 | 3 | 0.4 | 2 | 1
CCOc1ccc(OCc2ccc(C(=O)NC(C)(C)C)o2)cc1 | -1 | 5 | 0 | -3 | 0 | 3 | 1 | -0.5 | 0 | -3
O=C1CNC(=O)N1c1ccc(Cl)cc1 | -3 | -1 | 2 | -6 | 7 | -3 | 1 | -0.5 | 2 | 2
COC(=O)[C@H](CO)N1C(=O)[C@@H]2[C@H](C1=O)C1C=C[C@H]2C1 | 1 | -3 | 0 | 1 | 2 | -2 | 12 | 0.0 | 7 | -2
Cn1c(=O)n(CCOc2ccc(Cl)cc2Cl)c2ccccc21 | -6 | 1 | 20 | 5 | 11 | 0 | 12 | 0.3 | 3 | 5
CCCCNC(=O)c1onc(CSc2ccncc2)c1C(=O)NCCCC | 4 | -4 | 0 | 4 | 14 | -7 | 5 | -0.4 | 10 | -2
CCOCCn1c(CN2CCN(CCO)CC2)nc2c1c(=O)n(C)c(=O)n2C | -3 | 7 | 3 | -14 | -17 | -6 | -7 | -0.6 | -3 | 3
C/C(=N\NC(=O)COc1ccccc1-c1ccccc1)c1ccc(O)cc1O | 7 | 1 | -1 | 19* | -15 | 0 | 1 | 0.1 | -4 | -2
CC(C)c1nc(Cl)c(C#N)c2c1COC(C)(C)C2 | -6 | 0 | 13 | 1 | -3 | 8 | -2 | 0.1 | 5 | 1
NC(=O)NC1(C(=O)O)CCCC1 | -2 | -8 | 1 | 3 | 2 | 5 | -2 | 0.3 | 1 | 3
Cn1c(NCc2ccccc2F)nc2cc(-c3cccc(Cl)c3)sc2c1=O | -6 | 1 | -3 | 0 | 4 | 0 | -3 | 0.5 | -1 | -2
O=C(CSc1ncn[nH]1)NC1CCCc2ccccc21 (stereo not given) | 3 | 0 | 7 | -3 | -4 | -2 | 4 | -0.6 | -1 | 4
C#CCOCCOCCOCCNc1nc(N2CCN(C(=O)[C@H]([C@@H](C)CC)n3cc(CCCN=C(N)N)nn3)CC2)nc(N2CCN(C(=O)[C@H]([C@@H](C)CC)n3cc(CCC(=O)O)nn3)CC2)n1 | -7 | -1 | 7 | 3 | 1 | 3 | -1 | 0.3 | -2 | 2
CC(=O)c1c(C)n(CCO)c2ccc(O)cc12 | 2 | -2 | -3 | 7 | 8 | -5 | 3 | -0.2 | 3 | 2
Cc1cccc(N(CC(=O)NC2CCCCC2)C(=O)Cn2nnc(-c3ccc(C)o3)n2)c1 | 6 | -4 | 0 | 3 | 0 | 0 | -1 | -0.1 | -5 | -1
CCC(=O)Nc1ccc(C(=O)N/N=C/c2c(C)[nH]c3ccccc23)cc1 | 3 | -1 | -2 | 4 | 0 | -5 | 1 | -0.7 | -5 | -4
O=C(CCSc1ccccc1)N1CCN(c2ccccc2F)CC1 | -6 | 3 | 4 | -5 | 0 | 5 | 0 | 0.2 | -5 | -13
CCOc1ccc(N=C(NC#N)SCC)cc1 | 4 | -2 | 2 | 4 | 2 | 0 | 7 | 0.5 | 6 | 0
COc1cccc(OCC(=O)NNC(=O)C(=O)N2CCCC2)c1 | -1 | 8 | -2 | 4 | 10 | -8 | 0 | 0.0 | -4 | -1
Cc1ccc(C2=C(O)C(=O)C(c3ccc(C)cc3)=C(O)C2=O)cc1 | 17 | 3 | -2 | 8 | 4 | -5 | 9 | -1.0 | 0 | 1
O=C1OC2(O)C3C4C=CC(C4)C3C(=O)N2c2ccccc21 (stereo not given) | -3 | -2 | 0 | -2 | 8 | 3 | -4 | 0.0 | 5 | 1
Clc1ncccc1-c1nnn(-c2ccccc2)n1 | -1 | -4 | -3 | 3 | -4 | -1 | 2 | 0.3 | 9 | -2
